# Screens: PubChem, Johns Hopkins Ion Channel Center
# KCNQ2 inh – KCNQ2 channel blockers in CHO-K1 cells – cell-based, FluxOR thallium flux, B-score, primary screen (AID 2156). O88943. 20 min; active compounds read low. B-score at 10 µM. 1.1% of 310,000 active;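 active = fluorescence ratio B-score at most minus 3 library SDs, with starting brightness B-score within 2 library SDs, cut at about -5.5 in these data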
# Kir21 block – inhibitors of mouse Kir2.1 inward-rectifier potassium channel | P35561 | HEK293-Kir2.1, FluxOR thallium flux fluorescence; active compounds read low | B-score at 10 µM | 0.85% of 310,000 active;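 active = fluorescence ratio B-score at or below minus 3 SD of library scores, with starting-brightness B-score within 2 SD, cut at about -4.2 in these data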;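 also: channel flux triggered by added potassium and thallium sulfate stimulus; B-score of peak minus minimum fluorescence over baseline after thallium stimulus; more negative B-score means stronger Kir2.1 block with less thallium influx; some compounds called inactive have numbers as strong as hits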
# Target sequence (P35561 whole entry, looked up): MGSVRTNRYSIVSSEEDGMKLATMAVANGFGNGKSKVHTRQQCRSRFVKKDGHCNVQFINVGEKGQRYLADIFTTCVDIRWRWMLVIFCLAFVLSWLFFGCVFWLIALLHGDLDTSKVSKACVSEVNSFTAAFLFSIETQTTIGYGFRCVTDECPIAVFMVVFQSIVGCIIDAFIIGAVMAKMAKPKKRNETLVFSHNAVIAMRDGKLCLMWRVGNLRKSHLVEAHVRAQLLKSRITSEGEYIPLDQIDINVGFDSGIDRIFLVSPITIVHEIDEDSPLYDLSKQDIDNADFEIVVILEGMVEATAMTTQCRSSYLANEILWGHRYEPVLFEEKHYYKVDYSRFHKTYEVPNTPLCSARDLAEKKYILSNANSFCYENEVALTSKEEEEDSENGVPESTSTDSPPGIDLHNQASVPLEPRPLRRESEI
# * marks the source's active call; other numbers are inactive results; i = inactive.
SMILES,KCNQ2 inh,Kir21 block
CN(C)c1ccc(/C=N/NC(=O)c2ccccn2)cc1,i,-0.14
Cc1ccc(C(=O)OCC(=O)NNC(=O)c2ccc([N+](=O)[O-])cc2)o1,i,1.1
Cc1ccccc1C(=O)Nc1ccc(N2CCN(C)CC2)nc1,i,-0.5
Cc1ccc(S(=O)(=O)N(Cc2c(F)cccc2Cl)C(=O)N2CCN(C)CC2)cc1,i,0.38
Cc1ccc(CNC(=O)CCCc2nc3ccccc3s2)cc1,i,-0.51
CC1CN(CC(O)COC2CCC(C(C)(C)C)CC2)CC(C)O1 (stereo unspecified),i,-1.3
Oc1ccccc1N1CCN(c2ncnc3sc(-c4ccccc4)cc23)CC1,i,1.7
COc1ccccc1N1CCN(C(=O)CSc2nc(C)c(C)c(=O)[nH]2)CC1,i,-0.87
O=C(Cn1nc(Cc2cccnc2)c2ccccc2c1=O)NCC1COc2ccccc2O1 (stereo unspecified),i,-1.2
CCCn1c(SCC(=O)NC)nc2sc3c(c2c1=O)CCC3,i,1.1
CCc1ccc(-c2nc(CN3CCC(C(=O)NCc4ccccc4OC)CC3)c(C)o2)cc1,i,-1.6
Cc1c(O)ccc2c(CC(=O)N[C@@H](Cc3ccccc3)C(=O)O)cc(=O)oc12,i,-2
Cc1ccc(-c2nnn(CC(=O)N(CCO)C(C(=O)NC(C)(C)C)c3ccncc3)n2)cc1 (stereo unspecified),i,0.03
Cc1cc(Oc2ccc(Br)cc2)nc(SCC(=O)c2ccccc2)n1,i,-2.4
COc1ccc(-c2c3c(nc4sc5c(Cl)nc(C)nc5c24)CCC3)cc1,i,-0.32
CC(C)CN1C(=O)NC(NS(=O)(=O)c2ccc(N)cc2)(C(F)(F)F)C1=O (stereo unspecified),i,-1.4
Cc1cccc(C)c1NC(=O)C(c1ccccc1)N1CCOCC1 (stereo unspecified),i,-0.87
C=CC1=C2C=C(C3CC3)N(C3CC3)C=C2C(=O)C(C)(OC(=O)c2ccco2)C1=O (stereo unspecified),i,1.2
COc1ccc(Nc2nc3ccc(C)cn3c(=O)c2/C=N/O)cc1,i,1.7
Cc1ccc(C(=O)N/C(=C\c2cccs2)C(=O)N2CCN(C)CC2)cc1C,i,-2.5
COC(=O)CCCC1=CC2=CC(=O)C(C)(OC(=O)c3cccs3)C(=O)C2=CN1Cc1ccco1 (stereo unspecified),i,-0.58
CO/N=C(\Cn1ncc(N2CCOCC2)c(Br)c1=O)c1ccc(Cl)cc1,i,0.3
CC(CCc1ccccc1)NCC(O)COc1ccccc1 (stereo unspecified),i,0.01
COC(=O)CCC(=O)NC(=S)Nc1cc(Cl)ccc1Cl,i,-0.07
Cc1ccc2[nH]c(=O)c(CN(CCO)C(=O)NCc3ccccc3)cc2c1,i,-0.2

# (listing goes on)
SMILES,KCNQ2 inh,Kir21 block
CCC(=O)Nc1cccc(-n2nnnc2SCC(=O)N(C(C)C)C(C)C)c1,i,0.92
CC(=O)c1cccc(N2C(=NC(=O)COc3ccccc3)SC3CS(=O)(=O)CC32)c1 (stereo unspecified),i,0.64
CS(=O)(=O)N(CC(=O)N1CCCCC1)c1sc2c(c1C#N)CCCC2,i,2.3
COc1ccc(CCNC(=O)COC(=O)c2ccco2)cc1OC,i,-0.42
CC1=NC(C#N)=C(C#N)NC(C)(C)C1,i,0.56
COc1ccc(O/C(=N\S(=O)(=O)c2ccccc2)c2ccccc2)cc1,i,-1.8
CCOC(=O)N1CCN(C(=O)c2cccc(NC3=NC4CS(=O)(=O)CC4S3)c2)CC1 (stereo unspecified),i,-0.45
CC(=O)Oc1ccc(Oc2ccc(-c3noc(C)n3)cc2)cc1,i,0.73
Cc1cc(C(=O)NNC(=O)c2ccc(Cl)cc2Cl)c(C)o1,i,0.38
CCOC(=O)c1ccc(N2C(=O)CC(Sc3nc(O)c(CC)c(=O)[nH]3)C2=O)cc1 (stereo unspecified),i,-1.3
O=C(NCC1CCCN1S(=O)(=O)c1cccs1)c1cccc(Cl)c1 (stereo unspecified),i,-0.45
Cc1ccc(NC(=O)c2ccc3c(c2)C(=O)N(c2cc(C)ccc2C)C3=O)nc1,i,1.3
Cc1ccc(NC(=O)c2cc(N3C(=O)CCC3=O)ccc2N2CCCCC2)cc1,i,0.82
Cc1c(NN=C(C#N)C#N)c(=O)n(-c2ccccc2)n1C,i,0.02
O=C1CC(NC23CC4CC(CC(C4)C2)C3)C(=O)N1c1ccc2c(c1)OCO2 (stereo unspecified),i,1.1
CCCCOC(=O)C1=C(C)NC(=O)NC1c1cc2c(cc1Br)OCO2 (stereo unspecified),i,-0.97
N/C(=N\OC(=O)C1CCCCC1)c1ccc(Br)cc1,i,-0.8
O=C(Nc1nccs1)c1cccc(NC(=O)C(F)(F)F)c1,i,0.21
COc1ccc(CNC(NC(=O)c2ccccc2)(C(F)(F)F)C(F)(F)F)cc1,i,0.05
O=C(O)/C(CC(=O)c1ccc(Cl)cc1)=N/Nc1ccc([N+](=O)[O-])cc1[N+](=O)[O-],i,1.6
CCNC(=S)N/N=C1\C(=O)c2cccc3cccc1c23,i,1.5
COc1cc(CO)cc(Br)c1OCC(=O)Nc1cccc2ccccc12,i,0.37
COc1ccc(CC(=O)Nc2cc(S(=O)(=O)N3CCCCC3)ccc2C)cc1OC,i,1.3
O=[N+]([O-])c1ccc(Sc2ccc(Cl)c(Cl)c2)nc1,i,0.5
COc1ccc(C(=O)N2CCC(C(=O)c3ccc(F)cc3)CC2)cc1,i,0.1

# Following part.
SMILES,KCNQ2 inh,Kir21 block
CCOC(=O)c1cc2c(OC)ccc(OC)c2n1CC(=O)c1ccccc1,i,1
Cc1cccc(-n2nc3c(c2NC(=O)CCC2CCCCC2)CS(=O)C3)c1C (stereo unspecified),i,-0.54
Cc1cc(NC(=O)CSc2c3c(nc4ccccc24)CCC3)no1,i,0.14
CCC(C)[C@H](NC(=O)NCCC1=CCCCC1)C(=O)O (stereo partly specified),i,-1.5
O=C(O)c1ccc(NS(=O)(=O)c2ccc(Cl)cc2)cc1,i,0.29
O=NN1CCN(c2ccncc2S(=O)(=O)N2CCCCC2)CC1,i,0.96
CCOc1ccc(N(CC(=O)NC2CCCCC2C)S(=O)(=O)c2c(C)noc2C)cc1 (stereo unspecified),i,0.79
COc1ccc(S(=O)(=O)Nc2ccc3c(c2)n(C)c(=O)n3C)cc1F,i,-0.92
O=C(Cc1cccs1)NCCS(=O)(=O)N1CCN(c2ccccc2F)CC1,i,-0.04
COc1ccc(NC(=O)CN2C(=O)NC3(CCCC3)C2=O)cc1Cl,i,-0.81
Cc1ccc(OCC(=O)Nc2ccc([N+](=O)[O-])cc2)cc1,i,-0.99
Cc1ccc(N2C(=O)c3ccccc3C2Nc2ccc(S(=O)(=O)N3CCCCC3)cc2)nc1 (stereo unspecified),i,-2.2
CCOC(=O)c1ccccc1NC(=O)COC(=O)C(CCSC)NC(=O)COc1ccccc1 (stereo unspecified),i,-0.65
O=C(N/N=C/c1ccc(OC(F)F)cc1)c1ccc(CSc2nc3ccccc3[nH]2)cc1,i,0.08
CC(=O)Nc1c2c(nn1-c1ccc(C)cc1C)CS(=O)C2 (stereo unspecified),i,-1.6
O=C(O)c1ccccc1C(=O)Nc1n[nH]c(=S)s1,i,0.51
CCOC(CCNC(=O)c1cn(CC(C)C)c(=O)c2c1c1ccccc1n2C)OCC,i,0.4
COc1ccc(OC)c(NC(=O)CSc2nnc(C3CCCCC3)o2)c1,i,-1.2
O=C(NC1CCCc2c1cnn2-c1cc(F)cc(F)c1)c1ccccn1 (stereo unspecified),i,0.3
S=c1[nH]nc(-c2ccco2)n1/N=C/c1ccc(Br)s1,i,0.79
N#CC(c1nc2ccccc2nc1N1CCCC1)S(=O)(=O)c1cccs1 (stereo unspecified),i,-0.7
Cc1nc2cccc(C(=O)NC3CCCCC3)c2o1,i,-1.2
Cc1cccc(OCCCC(=O)NC2CCCCC2)c1,i,-0.28
COCCN1CN(S(=O)(=O)c2ccccc2)c2nc3ccccc3nc21,i,-1.1
Cn1c(SCc2ccc(C#N)cc2Cl)nc2ccccc21,i,-0.17

# Complete entries from above. Values in the order: KCNQ2 inh, Kir21 block
# O=C(O)/C(CC(=O)c1ccc(Cl)cc1)=N/Nc1ccc([N+](=O)[O-])cc1[N+](=O)[O-] across the screens: i, 1.6
# COc1ccc(Nc2nc3ccc(C)cn3c(=O)c2/C=N/O)cc1 across the screens: i, 1.7
# S=c1[nH]nc(-c2ccco2)n1/N=C/c1ccc(Br)s1 across the screens: i, 0.79

# Among those listed so far, these contain a nitro group on carbon:
SMILES,KCNQ2 inh,Kir21 block
Cc1ccc(C(=O)OCC(=O)NNC(=O)c2ccc([N+](=O)[O-])cc2)o1,i,1.1
O=C(O)/C(CC(=O)c1ccc(Cl)cc1)=N/Nc1ccc([N+](=O)[O-])cc1[N+](=O)[O-],i,1.6
O=[N+]([O-])c1ccc(Sc2ccc(Cl)c(Cl)c2)nc1,i,0.5
Cc1ccc(OCC(=O)Nc2ccc([N+](=O)[O-])cc2)cc1,i,-0.99

# Next records:
SMILES,KCNQ2 inh,Kir21 block
O=C(N/N=C/c1cc(Br)c(Br)o1)c1ccc2c(c1)OCCO2,i,-0.83
CN(CC(=O)Nc1ccc(N2CCOCC2)cc1)C(=O)c1cn(-c2ccccc2)nc1-c1ccccc1,i,0.68
CCCCNC(=O)CSc1nc2ccsc2c(=O)n1CCCC(=O)NCCc1ccc(S(N)(=O)=O)cc1,i,-0.46
CCn1cc(C(=O)NCCCN2CC(C)CC(C)C2)c(=O)c2cc(S(=O)(=O)N(C)C)ccc21 (stereo unspecified),i,-0.1
Cc1noc(C)c1C(=O)Nc1cccnc1,i,-0.01
O=c1c2ccccc2nnn1CSc1ccccc1,i,0.03
OC(CN1CCOCC1)c1ccc(F)cc1 (stereo unspecified),i,-0.19
COc1ccc2[nH]c3ccccc3c2c1,i,-0.13
COc1ccc(NC(=O)C2CC(=O)N(c3ccccc3Cl)C2)c(OC)c1 (stereo unspecified),i,0.63
CC(=O)Nc1cccc(Nc2nc(-c3ccccc3)nc3ccccc23)c1,i,2.2
CC(Sc1nncn1C)C(=O)Nc1cc(C(F)(F)F)ccc1N1CCOCC1 (stereo unspecified),i,-0.06
CC(O)c1nc2ccccc2n1CC(=O)Nc1ccc2c(c1)OCCO2 (stereo unspecified),i,0.62
CC[C@@]12C(=O)N(c3ccc(OC)cc3)C(=O)N1[C@H](c1cccc(C)c1)[C@@H]1C(=O)N(Cc3ccccc3)C(=O)[C@@H]12,i,-0.5
O=C(Nc1ccc(F)cc1)c1cccc(NC(=O)C2C3CC4OC(=O)C2C4C3)c1 (stereo unspecified),i,0.76
COc1ccccc1N1CCN(C(=O)c2ccc3c(c2)NC(=O)C(CSCc2ccccc2C)N3)CC1 (stereo unspecified),i,-0.15
CC1=NN(c2ccc(Cl)c(C(=O)O)c2)C(=O)C1,i,-0.67
CN(C)n1cccc1/C=C(\C#N)S(=O)(=O)c1cccc(Cl)c1,i,-0.24
Fc1cnc(Cl)nc1NC1CCCCC1,i,0.14
COc1ccc(C/C(C)=N/NC(=S)Nc2ccc(C)c(C)c2)cc1,i,1
CCOC(=O)c1c(N)sc2c1CCN(CCc1ccccc1)C2,i,1.4
OC(CNCC1COc2ccccc2O1)COc1ccc(Cl)cc1 (stereo unspecified),i,-2.4
Clc1ccc(CNCc2cccs2)cc1Cl,i,-1.7
O=C(Cc1ccc(-n2cccc2)cc1)NC1CCCCCC1,i,0.09
NS(=O)(=O)c1cccc(NC(=O)c2ccno2)c1,i,0.08
COc1ccc(C(C(=O)NC2CCCC2)N(C(=O)c2snc(C(N)=O)c2N)c2cc(C)ccc2OC)cc1OC (stereo unspecified),i,0.79

# (continued)
SMILES,KCNQ2 inh,Kir21 block
C/C(=N/OCO/N=C(\C)c1ccccc1F)c1ccccc1F,i,0.9
Cc1cc(SCC(=O)N2CCC(c3noc4ccc(F)cc34)CC2)nc2ccccc12,i,1
O=C(N/N=C1\CCS(=O)(=O)c2ccc(F)cc21)c1ccc(O)cc1,i,0.67
Cc1cc(C)n2ncc(C(=O)NCc3ccc(Cl)cc3)c2n1,i,2.2
O=C(COc1ccc(F)cc1Cl)Nc1ccccc1C(=O)N1CCCCC1,-8.6*,-3
Cc1cccn2c(=O)c3cc(C(=O)NCC4CCCO4)c(=N)n(CCN4CCOCC4)c3nc12 (stereo unspecified),i,-0.82
COC(=O)c1cc2c(ccn2-c2ccc(F)cc2)n1Cc1ccc(C#N)cc1,i,0.31
C[C@@H](C(=O)Nc1cccnc1)n1c(=O)[nH]c2ccccc2c1=O,i,-1
O=C(c1ccc(OC2CCN(C/C=C/c3ccccc3)CC2)cc1)N1CCCC1,i,-0.92
O=C(c1ccco1)N1CCC(c2nc(-c3ccc(F)cc3)no2)CC1,i,0.7
Cc1[nH]c(C)c(S(=O)(=O)NCCc2ccc(S(N)(=O)=O)cc2)c1C(=O)N1CCCC1,i,-1.7
COc1cccc(CNC(=O)c2ccc(CS(=O)Cc3ccc(C)cc3)o2)c1 (stereo unspecified),i,0.57
COc1cc(N)c(C(=O)c2nccc3cc(OC)c(OC)cc23)cc1OC,i,-1.2
C/C(=N\NS(=O)(=O)c1ccc(Br)cc1)c1ccncc1,i,0.06
OC(CN1CCN(C(c2ccccc2)c2ccccc2)CC1)c1ccccc1 (stereo unspecified),i,-1.2
Cc1[nH]n(-c2ccccc2)c(=O)c1C(c1ccc(O)c([N+](=O)[O-])c1)c1c(C)[nH]n(-c2ccccc2)c1=O,i,-1

# For reference, some entries already given.
SMILES,KCNQ2 inh,Kir21 block
O=C(c1ccc(OC2CCN(C/C=C/c3ccccc3)CC2)cc1)N1CCCC1,i,-0.92
O=C(c1ccco1)N1CCC(c2nc(-c3ccc(F)cc3)no2)CC1,i,0.7
Cc1[nH]c(C)c(S(=O)(=O)NCCc2ccc(S(N)(=O)=O)cc2)c1C(=O)N1CCCC1,i,-1.7
COc1cccc(CNC(=O)c2ccc(CS(=O)Cc3ccc(C)cc3)o2)c1 (stereo unspecified),i,0.57
